From PubChem
Pf growth 48h: P. falciparum growth inhibition at 48 hours (one generation). P. falciparum luciferase growth in erythrocytes, 48 h. Potency, µM (series often up to 28.7 µM), for the others: at the top dose activity change, negative = inhibition, most hits filed as inhibitors. 310,000 tested, 5.9% active. AID 504832; further: potency means the concentration at half of the fitted maximal effect; on the % scale 0 is the no-effect control and ±100 the full control effect
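First compound was added to culture medium, then infected red cells at 0.1% parasitemia and 2% hematocrit (final). After incubation at 37 C under 5% CO2, luciferase detection reagent was dispensed and light output recorded.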
CHX counter: affects cycloheximide protein synthesis inhibition readout, counter-screen; cell reporter, cycloheximide protein synthesis inhibition counterscreen; max response, %; 300,000 tested, 12% active; in the data active means max response mostly above about 13%, no sharp cut-off; inactive means mostly below about 14%; further: read at 38.3 µM for the half of the compounds with a filed dose; 0% is about no effect
Sm TGR block: blocks Schistosoma mansoni thioredoxin glutathione reductase; Q962Y6; purified TGR, DTNB reduction, TNB absorbance 405 nm; 360,000 tested, 3% active; Potency, µM (doses to about 114 µM), without a hit: at the top dose activity change, negative = inhibition, usual class: inhibitors; further: potency means the concentration at half of the fitted maximal effect; on the % scale 0 is the no-effect control and ±100 the full control effect; nearly all actives have a fitted effect of over 60% in size
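TGR 20 nM + NADPH 100 uM (dispensed conc.), cpd preinc 15 min RT; start with NADPH (500 uM addition) then DTNB (15 mM addition). Kinetic TNB absorbance, 405 nm filter. Four-parameter Hill fit across titration.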
Pf growth 96h: P. falciparum growth inhibition at 96 hour, primary screen for plastid delayed-death inhibitors; P. falciparum luciferase reporter growth, 96 h; Potency, µM (doses to about 28.7 µM), without a hit: at the highest dose activity change, negative = inhibition, hits mostly inhibitors; 320,000 tested, 6.9% active; AID 504834; further: potency means the concentration at half of the fitted maximal effect; on the % scale 0 is the no-effect control and ±100 the full control effect
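Readout is luminescence from an integrated firefly luciferase in P. falciparum. Red cells, 2% hematocrit and 0.05% parasitemia final, were cultured with compound through two parasite generations (96 hours) at 37 C, 5% CO2.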
Shiga toxin inh: Shiga toxin inhibition; Vero cells, Shiga toxin protein synthesis inhibition reporter; inhibition, % at 38.7 µM; AID 2315; 290,000 tested, 9.2% active; in the data active means inhibition mostly above about 28%, no sharp cut-off; inactive means mostly below about 43%; further: 0% is about no effect
FBPA Giardia inh: Giardia lamblia aldolase inhibition; purified Giardia FBPA; Potency, µM (series often up to 59.6 µM), inactives show at the highest dose activity, negative = inhibition, hits mostly inhibitors; 290,000 tested, 0.71% active; AID 2451; further: potency means the concentration at half of the fitted maximal effect; on the % scale 0 is the no-effect control and ±100 the full control effect; nearly all actives have a fitted effect of over 55% in size
Target sequence (A8B2U2 whole entry, looked up): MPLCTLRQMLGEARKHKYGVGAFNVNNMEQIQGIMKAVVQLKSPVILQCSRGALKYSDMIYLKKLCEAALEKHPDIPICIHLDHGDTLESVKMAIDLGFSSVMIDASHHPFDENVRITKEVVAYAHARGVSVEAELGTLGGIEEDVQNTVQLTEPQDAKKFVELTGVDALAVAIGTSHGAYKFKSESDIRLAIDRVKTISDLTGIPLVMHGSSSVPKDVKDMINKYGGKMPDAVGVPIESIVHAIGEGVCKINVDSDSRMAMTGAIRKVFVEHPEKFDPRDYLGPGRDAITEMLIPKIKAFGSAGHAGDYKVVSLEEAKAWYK
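40 nM FBPA preincubated 10 min at RT with compound (up to 57.5 uM final), then substrate plus GAPDH/TPI/NAD/arsenate coupling and diaphorase/resazurin added. Fluorescence read after 20 min at RT, 525/598 nm.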
* = called active by the depositor; u = inconclusive; x = not tested or not shown; [ ] = remark or other dose. Unless noted, the call rests on the fitted dose curve; in most records, active means well fitted curve in the direction sought with a large enough effect; inconclusive means small, poorly fitted or top-dose-only effect, or another doubt; inactive means no such curve, though single readings can be large; an effect the other way counts as inactive or inconclusive.

compound	Pf growth 48h	CHX counter	Sm TGR block	Pf growth 96h	Shiga toxin inh	FBPA Giardia inh
Cn1ccnc1SCC(=O)c1ccc(O)cc1	104%[activator]	26*	9%	61%[activator]	37	-11%
O=C(Nc1cc(F)ccc1F)c1cccc(-n2cnnn2)c1	-9%	x	-1%	34%[activator]	x	x
CCN1CCc2nc3ccccc3c(C(=O)Nc3ccc(F)cc3)c2C1	2.1µM*	-4	2%	u	-6	0%
CCC(Oc1ccccc1OC)C(=O)Nc1ccc2c(c1)OCCO2 (configuration not stated)	29%	16*	10%	27%	27	x
COC(=O)c1sc(=S)n(-c2ccccc2OC)c1N	34%[activator]	6	7%	u	-5	10%
O=C(NC(=S)Nc1ccccc1)c1cccs1	7%	60*	7.9µM*	-4%	81*	u
CCOC(=O)c1cc(-c2ccc(C#N)cc2)nc2c1c(C)nn2CCC#N	u	-1	-8%	x	-13	0%
COC(=O)c1ccc(C)c(-n2c(C)cc(C=O)c2C)c1	-28%	-3	4%	-17%	38	-6%
Cc1ccc(S(=O)(=O)NCCC(=O)N2CCN(C/C=C/c3ccccc3)CC2)cc1	u	x	-11%	u	x	x
Cc1ccc2c(c1)C(c1ccccc1)N(C(=O)c1ccc(S(=O)(=O)N3CCOCC3)cc1)CC(=O)N2 (configuration not stated)	-25%	-2	7%	u	4	3%
O=C(O)C1CN(CP(=O)(O)O)CCN1 (configuration not stated)	x	1	x	x	-2	-1%
CCc1nnc(NC(=O)CSc2nnc(-c3ccc(NS(=O)(=O)c4ccccc4)cc3)o2)s1	8%	-2	4%	u	-12	18%
O=[N+]([O-])c1ccc(N2CCCC2)cc1N/N=C1\CN2CCC1CC2	-22%	-4	1%	u	-5	-11%
O=C(c1ccccc1Br)N1CCN(Cc2ccc3c(c2)OCO3)CC1	3%	-1	-2%	u	-1	7%
COc1ccc(N2CCN(CCNC(=O)Nc3cccc(C)c3C)CC2)cc1	13%[0.00184 µM]	-4	-1%	-2%	-1	2%
C1=C(c2ccccc2)Nc2nnnn2C1	1%	3	-23%	-21%	30	u
Cc1cc(C)nc(NS(=O)(=O)c2ccc(NC(=O)CSc3nc(-c4ccccc4)c(C#N)c(=O)[nH]3)cc2)n1	7%	-5	1%	25%	-10	u
COc1cccc(-c2c(C(=O)N/N=C(\C)c3ccco3)nnn2-c2nonc2N)c1	u	-8	-3%	u	13	-7%
COc1ccc(NC(=O)CS(=O)c2cccc(Cl)c2)cc1 (configuration not stated)	-22%	-2	-32%	u	-3	x
Cc1ccc(C)c(N2CCN(C(=O)c3ccc4c(=O)n5c(nc4c3)CCCCC5)CC2)c1	u	-2	0%	u	4	-1%
N#C/C(=C\c1ccc(Cl)cc1)c1n[nH]c(Cn2cncn2)n1	8%	17	-27%	x	-11	6%
c1ccc(-c2nc(NCc3cccs3)c3ccccc3n2)cc1	-8%	-4	2%	2%	-3	-10%
Cc1[nH]c(C)c(S(=O)(=O)N2CCC(C)CC2)c1C(=O)N1CCCC1	6%	-2	-18%	u	-4	0%
CCOC(=O)c1ccc(CC2S/C(=C(\C#N)C(C)=O)NC2=O)cc1 (configuration not stated)	x	-2	-3%	u	7	28%
O=C(NCC(=O)N(CC1CCCO1)C(C(=O)NC1CCCCC1)c1ccccc1)c1cccs1 (configuration not stated)	u	-5	9%	u	-28	6%
O=S(=O)(Nc1ccc(N=Nc2ccccc2)cc1)c1ccccc1	36%[activator]	-2	-13%	-9%	-5	15%
CC([NH2+][O-])C(C)(C)NO (configuration not stated)	10%	-2	-24%	0%	-13	10%
CC(C)n1c(SC2CCOC2=O)nc2ccccc21 (configuration not stated)	24%	1	-5%	x	8	0%
CN(C)C(=O)c1ccc(NC(=O)COC(=O)CC23CC4CC(CC(Br)(C4)C2)C3)cc1	0%	x	-13%	-18%	x	x
CCCC(=O)NC1CCCc2c1cnn2-c1ccc(C)c(C)c1 (configuration not stated)	7%	20*	-5%	3.3µM*	27	8%
Cc1ccc(S(=O)(=O)N2CCCOC2CNC(=O)C(=O)NCCCn2ccnc2)cc1 (configuration not stated)	60%[activator]	1	1%	-3%	7	-3%
CSc1cccc(NS(=O)(=O)c2ccc(C(C)=O)cc2)c1	8%	-2	16%	23%	19	3%
NC(=O)c1ccc(NC(=O)COC(=O)C2(c3ccccc3F)CCCC2)cc1	-2%	-3	-10%	1%	-4	0%
Cn1c(=O)oc2cc(S(=O)(=O)N3CCOCC3)ccc21	u	2	0%	52%[activator]	9	-2%
O=C1CCc2cc(S(=O)(=O)N3CCC(C(=O)Nc4nccs4)CC3)ccc2N1	-10%	-2	-10%	-29%	-2	5%
CCn1c(SCc2ccccc2)nc2cc(OC)c(OC)cc2c1=O	10µM*	0	1%	2.9µM*	-6	5%
CCOC(=O)c1c(NC(=O)C2=C(C)NC(=S)NC2c2ccc(CC)cc2)sc(C)c1C (configuration not stated)	u	11	-3%	u	11	0%
COC(=O)[C@H](CCSC)NS(=O)(=O)c1ccccc1Br	-2%	-5	1%	-10%	-2	-2%
O=C(CCN1C(=O)c2ccccc2C1=O)N1CCN(Cc2ccc(Cl)cc2Cl)CC1	7%	2	u	-81%	-12	4%
Cc1cc(C)c2[nH]c(=S)cc(C)c2c1	x	-3	-2%	u	-20	1%
CCOC(=O)C1(Cc2ccc(OC)cc2)CCN(C(=O)Cn2cnnn2)CC1	2%	9	-33%	1.9µM*	22	5%
COc1cc(NC(=O)c2cccc(NC3=NC4CS(=O)(=O)CC4S3)c2)cc(OC)c1OC (configuration not stated)	39%[activator]	-1	7%	43%[activator]	-12	-20%
O=S(=O)(c1ccccc1)N1CCN(C(=S)Nc2ccc(F)cc2)CC1	u	1	-19%	u	-15	2%
CC1CCCN(C(=O)CN(C)S(=O)(=O)c2ccc3c(c2)c(=O)n(C)c(=O)n3C)C1 (configuration not stated)	u	-1	2%	32%[activator]	-1	x
O=C(N/N=C/c1cc(Br)cs1)c1c[nH]c2ccccc12	u	44*	0%	u	62*	-4%
Cc1ccc(C)c(S(=O)(=O)N2C(=S)NC(=O)C2CC(C)C)c1 (configuration not stated)	0%	-2	11%	x	8	-1%
Cc1ccc(NC(=S)N(CCN2CCOCC2)Cc2cc3cc4c(cc3[nH]c2=O)OCO4)cc1	u	-1	4%	u	-11	-2%
C[C@@H](C(=O)N[C@@H](Cc1ccccc1)C(=O)O)n1nnc2ccccc2c1=O	8%	-2	10%	17%	-6	3%
N#Cc1ccsc1NC(=O)COC(=O)CCCSc1nc2ccccc2s1	x	1	6%[11.4 µM]	u	-9	-5%
COC(=O)CC1C(=O)NCCN1C(=S)Nc1cc(C)cc(C)c1 (configuration not stated)	-1%	1	2%	u	10	-2%

Continued; the last six above are carried over.
compound	Pf growth 48h	CHX counter	Sm TGR block	Pf growth 96h	Shiga toxin inh	FBPA Giardia inh
O=C(N/N=C/c1cc(Br)cs1)c1c[nH]c2ccccc12	u	44*	0%	u	62*	-4%
Cc1ccc(C)c(S(=O)(=O)N2C(=S)NC(=O)C2CC(C)C)c1 (configuration not stated)	0%	-2	11%	x	8	-1%
Cc1ccc(NC(=S)N(CCN2CCOCC2)Cc2cc3cc4c(cc3[nH]c2=O)OCO4)cc1	u	-1	4%	u	-11	-2%
C[C@@H](C(=O)N[C@@H](Cc1ccccc1)C(=O)O)n1nnc2ccccc2c1=O	8%	-2	10%	17%	-6	3%
N#Cc1ccsc1NC(=O)COC(=O)CCCSc1nc2ccccc2s1	x	1	6%[11.4 µM]	u	-9	-5%
COC(=O)CC1C(=O)NCCN1C(=S)Nc1cc(C)cc(C)c1 (configuration not stated)	-1%	1	2%	u	10	-2%
C=CCn1c(SCC(C)=O)nc2sc3c(c2c1=O)CCC3	-2%	0	7%	4%	5	4%
COc1ccc(NC(=O)c2ccc3c(c2)C(=O)N(CC2CCCO2)C3=O)c(OC)c1 (configuration not stated)	37%	-4	-6%	89%[activator]	-9	7%
CN1CCN(NC(=O)NC2CCCCC2)CC1	18%	-1	7%	-20%	-6	-2%
Cc1cc(=O)[nH]c2ccccc12	20%	-3	-25%	51%[activator]	-6	3%
COc1ccc(S(=O)(=O)N(C)CC(=O)NCc2ccccc2)cc1OC	-8%	-1	8%	43%[activator]	-1	12%
CCN1C(=O)C(CC(=O)Nc2c(C)cccc2C)SC1=Nc1ccc(S(N)(=O)=O)cc1 (configuration not stated)	9%	-2	u	-18%	15	-4%
Cc1ccc(-c2csc(=S)[nH]2)cc1	152%[activator]	-1	-8%	134%[activator]	-3	12%
COc1ccc(S(=O)(=O)Nc2cc3c4c(c2)CC(=O)N4CCC3)cc1	u	x	-27%	u	x	x
COc1ccc(NC(=O)Cn2nnc(-c3ccccc3NC(=O)c3ccco3)n2)cc1	x	-4	23%[11.4 µM]	u	-9	2%
Cc1ccccc1OCC(=O)OCC(=O)c1ccc[nH]1	-1%	x	2%	9%	x	x
COc1ccc(C(=O)CSc2nnc(CN3CCCCC3)n2-c2ccc(F)cc2)cc1	-7%	-4	-16%	u	-14	1%
CCCc1cc(C(=O)NCc2ccccc2)no1	56%[activator]	27*	-7%	287%[activator]	59*	0%
CCn1c(SCC(=O)NC2CCCC2)nnc1-c1ccccn1	31%	0	1%	6%	14	1%
COc1ccc(C(=O)Nc2nnc(-c3cccs3)s2)cc1	x	43*	-7%	-29%	60*	7%
O=C(NCC1CCCN(Cc2cccc(OCCO)c2)C1)c1ccc(F)cc1 (configuration not stated)	0%	-1	6%	u	32	-1%
COc1ccc(-n2c(=O)n(Cc3ccccc3)c(=O)c3[nH]cnc32)cc1	10%	12	4%	u	-9	-11%
N#Cc1c(N)nc2c3c(sc(=N)c2c1N)NC(=O)CC3c1c(F)cccc1Cl (configuration not stated)	u	-1	7%	8.3µM*	-7	-22%
Cc1n[nH]c(=O)c2c1nnn2Cc1ccccc1Cl	4%	-3	0%	36%[activator]	2	-1%
CC(C)(C)c1ccc(C(=O)NCc2cccnc2)cc1	8%	26	-31%	61%[activator]	47	-5%
CC(=O)c1c(C)[nH]c(C(=O)COC(=O)c2ccc(Cl)nc2)c1C	-10%	x	-7%	-24%	x	x
O=C(NCCc1ccccc1)c1ccc2nc(-c3ccco3)c(-c3ccco3)nc2c1	x	-2	1.3µM*	-14%	1	u
COC(=O)/C(=C\c1ccc([N+](=O)[O-])o1)NC(=O)c1ccccc1	x	-4	u	13µM*	-13	-4%
COc1ccc(CNc2cc(C)ccn2)cc1	-2%[0.00184 µM]	37*	0%	u	97*	13%
Nc1ccc2oc(=O)ccc2c1I	x	5	x	x	8	0%
COC(=O)COc1ccc(/C=C2\C(=O)NC(=S)N(c3ccc(C)cc3)C2=O)cc1OC	0%	-3	13µM*	u	-10	-6%
Cn1c(SCC(=O)Nc2nc3c(s2)CCCC3)nnc1-c1ccccc1	-21%	-1	-11%	0%	9	9%
CC(C)(C)c1nnc(N/N=C/c2ccc(Br)cc2)n(N)c1=O	20%	55*	0%	-13%	64*	4%
COc1ccc(CCNC(=O)Cn2cnc3sc(C)c(-c4ccc(F)cc4)c3c2=O)cc1OC	-28%	-3	-4%	4%	27	-1%
C/C(=N\NC(=O)c1c(Cl)c(C)nn1C)c1ccc(NC(=O)COc2ccc(Cl)cc2C)cc1	-8%	-1	0%	-14%	-8	2%
